APOBEC3G inh – blocks human APOBEC3G single-stranded DNA deamination; Q9HC16; AID 493012; inhibition, % at 20 µM; recombinant A3G, ssDNA deamination FAM/TAMRA fluorescence; 330,000 compounds, 0.28% hits;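 active = inhibition of at least 40% at 20 µM, with no more than 30% in the related APOBEC3A deaminase screen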;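 note: plate controls were DMSO wells with A3G for no effect and wells lacking A3G enzyme for full effect; some compounds called inactive have numbers as strong as hits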
hIAP inh – human IAP inhibition. P09923. purified IAP, CDP-Star luminescence, 30 min. inhibition, % at 10 µM. 330,000 compounds, 0.12% hits. AID 2544;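 active = inhibition reaching a set limit with compound at 10 µM in the primary screen, cut at about 35% in these data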;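 note: plate controls were DMSO wells with enzyme for no effect and no-enzyme buffer wells for full effect; values of inactives mirror those of a sister screen read the other way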
Target sequence (P09923 whole entry, looked up): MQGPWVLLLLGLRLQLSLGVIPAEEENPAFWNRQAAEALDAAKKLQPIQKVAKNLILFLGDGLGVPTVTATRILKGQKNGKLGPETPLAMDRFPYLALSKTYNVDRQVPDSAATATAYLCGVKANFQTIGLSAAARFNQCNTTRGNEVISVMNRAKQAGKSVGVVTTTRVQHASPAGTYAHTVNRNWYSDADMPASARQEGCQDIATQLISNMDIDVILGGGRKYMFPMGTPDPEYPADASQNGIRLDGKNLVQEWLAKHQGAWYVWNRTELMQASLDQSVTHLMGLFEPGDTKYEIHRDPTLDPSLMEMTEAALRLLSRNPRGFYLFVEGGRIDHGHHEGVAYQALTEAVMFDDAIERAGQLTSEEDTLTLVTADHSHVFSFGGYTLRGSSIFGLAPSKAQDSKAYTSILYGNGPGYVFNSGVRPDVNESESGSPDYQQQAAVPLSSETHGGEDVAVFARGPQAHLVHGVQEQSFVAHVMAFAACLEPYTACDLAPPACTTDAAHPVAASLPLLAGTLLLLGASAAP
mIAP act – mouse IAP activation; muIAP, CDP-Star luminescence, 30 min; hits give high values; 1 = vehicle-only enzyme signal, 0 = enzyme-free wells; activation factor at 10 µM; 330,000 compounds, 0.24% hits;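 active = activation factor of at least 2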; note: the source names both 10 and 20 µM as test concentration; values of inactives mirror those of a sister screen read the other way
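Assay system: mouse IAP enzyme / Compound: DMSO-dissolved test compounds / Timing: 30 min, room temperature / Measured by: luminescence from enzymatic CDP-Star hydrolysis / Control set: DMSO-only wells, enzyme-free buffer wells as negative control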
NALP3 yeast inh – NALP3 inhibition in yeast | inhibition, % at 10 µM | Yeast reconstituted NLRP3/ASC/caspase-1, beta-gal luminescence, 24 h | 330,000 compounds, 0.39% hits;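 active = inhibition of 50% or more; inactive = inhibition below 50%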;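 note: plate controls were induced DMSO wells for no effect and uninduced yeast grown without galactose for full effect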
mIAP block – blocks mouse intestinal alkaline phosphatase. purified mouse IAP, CDP-Star luminescence, 30 min. inhibition, % at 10 µM. 330,000 compounds, 0.2% hits. AID 2806;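 active = inhibition of at least 40% at 10 µM in the primary screen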;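 note: plate controls were DMSO with enzyme for no effect and no enzyme wells for full effect; values of inactives mirror those of a sister screen read the other way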
tim10-1 inh – growth inhibitors of tim10-1 mutant yeast | S. cerevisiae tim10-1 ts strain growth, BacTiter-Glo, 24 h | inhibition, % at 20 µM | 330,000 compounds, 2.2% hits;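 active = inhibition of at least 40%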;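 note: mutant grown at 25 °C; 0% = DMSO wells with yeast and 100% = wells holding no yeast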
beta cell repl – MIN6 beta-cell proliferation induction; proliferation, % at 10 µM; 330,000 compounds, 0.29% hits; MIN6 cells proliferation, ATPlite luminescence, 48 h; cells starved in 0.2% serum; 100% = growth in 10% serum;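 active = compounds whose signal lies at least 3.5 SD above the mean of all wells on their plate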;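 note: 0% = DMSO-treated cells in low-serum medium and 100% = 10% serum control; some compounds called inactive have numbers as strong as hits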
A3A deaminase – human APOBEC3A DNA deaminase inhibition | P31941 | inhibition, % at 20 µM | 330,000 compounds, 0.41% hits | recombinant A3A, FAM/TAMRA ssDNA deamination fluorescence;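 active = at least 40% inhibition at 20 µM here, with at most 30% in a related deaminase screen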;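 note: plate controls were A3A with DMSO for no effect and wells lacking A3A enzyme for full effect; some results filed as inactive read as strong as hits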
Target sequence (P31941 whole entry, looked up): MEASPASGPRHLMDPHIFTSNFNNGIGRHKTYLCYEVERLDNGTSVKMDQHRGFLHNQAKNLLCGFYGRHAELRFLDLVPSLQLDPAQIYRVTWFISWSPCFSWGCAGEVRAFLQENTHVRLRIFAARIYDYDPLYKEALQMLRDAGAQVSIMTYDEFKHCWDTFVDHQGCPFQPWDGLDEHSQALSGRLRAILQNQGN
TIM10 inh – TIM10 yeast growth inhibition. S. cerevisiae TIM10 strain growth, BacTiter-Glo luminescence, 24 h. AID 463195. 330,000 compounds, 1.4% hits. inhibition, % at 10 µM;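 active = inhibition of 40% or more at the single tested concentration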;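 note: wild-type TIM10 isogenic control strain grown at permissive 25 °C; 0% = DMSO yeast wells and 100% = minimal medium wells without yeast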
Numbers without * were called inactive.

O=C(NCC(=O)N1CCC2(CC1)NCCc1[nH]cnc12)c1ccc(Br)cc1 was read as APOBEC3G inh -9, hIAP inh -11, mIAP act 1, NALP3 yeast inh 12, mIAP block -3, tim10-1 inh -9, beta cell repl 1, A3A deaminase -8 and TIM10 inh 3.
`COc1cccc(CC(=O)OCC(=O)Nc2c(C)nn(-c3ccccc3)c2C)c1` gave APOBEC3G inh -11, hIAP inh 0, mIAP act 0.89, NALP3 yeast inh 9, mIAP block 11, tim10-1 inh 13, beta cell repl -1, A3A deaminase 0 and TIM10 inh 5.
COc1ccc(NC(=O)CSc2nccn2Cc2ccccc2)cc1 was read as APOBEC3G inh 13, hIAP inh 3, mIAP act 1, NALP3 yeast inh 21, mIAP block -2, tim10-1 inh 22, beta cell repl 0, A3A deaminase 1 and TIM10 inh -1.
Screening COc1cc2cc(C(c3nnnn3Cc3ccc(F)cc3)N3CCCCCC3)c(=O)[nH]c2cc1OC (stereo not drawn) returned APOBEC3G inh -3, hIAP inh 7, mIAP act 1, NALP3 yeast inh 5, mIAP block -1, tim10-1 inh 17, beta cell repl 0, A3A deaminase 1 and TIM10 inh 14.
`CC(C)CN(C(=O)CCNC(=O)c1ccc(Cl)cc1)c1c(N)n(CC(C)C)c(=O)[nH]c1=O` gave APOBEC3G inh -4, hIAP inh -20, mIAP act 1.1, NALP3 yeast inh 10, mIAP block -7, tim10-1 inh -1, beta cell repl -1, A3A deaminase 5 and TIM10 inh -1.
Screening O=C(Cc1ccc(Cl)cc1)Nc1ccccc1N1CCN(C(=O)c2ccccc2)CC1 returned APOBEC3G inh -7, hIAP inh -16, mIAP act 0.97, NALP3 yeast inh 7, mIAP block 2, tim10-1 inh 22, beta cell repl 2, A3A deaminase -5 and TIM10 inh 7.
For CCOc1ccc(NC(=O)NC2CCCCCCC2)cc1 the results were APOBEC3G inh -3, hIAP inh -13, mIAP act 1.4, NALP3 yeast inh 16, mIAP block -35, tim10-1 inh 5, beta cell repl -2, A3A deaminase 3 and TIM10 inh 9.
CCCn1nc(-c2nnc(-c3ccc(C)c(C)c3)o2)c2ccccc2c1=O was read as APOBEC3G inh -1, hIAP inh 12, mIAP act 0.75, NALP3 yeast inh 20, mIAP block 25, tim10-1 inh 20, beta cell repl 0, A3A deaminase -1 and TIM10 inh 14.
For CCCCc1nc2sc3c(SCCN(C)C)ncnc3c2c2c1CCC2 the results were APOBEC3G inh 1, hIAP inh 16, mIAP act 0.97, NALP3 yeast inh -13, mIAP block 3, tim10-1 inh 10, beta cell repl -4, A3A deaminase -1 and TIM10 inh 22.
For C/[N+]([O-])=C\c1cccc(OCCN2CCN(c3ncc(C(F)(F)F)cc3Cl)CC2)c1 the results were APOBEC3G inh -4, hIAP inh 9, mIAP act 0.95, NALP3 yeast inh 22, mIAP block 5, tim10-1 inh 11, beta cell repl 4, A3A deaminase -3 and TIM10 inh 12.

3 entries drawn at random from the list so far, as already listed:
CCCn1nc(-c2nnc(-c3ccc(C)c(C)c3)o2)c2ccccc2c1=O was read as APOBEC3G inh -1, hIAP inh 12, mIAP act 0.75, NALP3 yeast inh 20, mIAP block 25, tim10-1 inh 20, beta cell repl 0, A3A deaminase -1 and TIM10 inh 14.
O=C(NCC(=O)N1CCC2(CC1)NCCc1[nH]cnc12)c1ccc(Br)cc1 was read as APOBEC3G inh -9, hIAP inh -11, mIAP act 1, NALP3 yeast inh 12, mIAP block -3, tim10-1 inh -9, beta cell repl 1, A3A deaminase -8 and TIM10 inh 3.
`CC(C)CN(C(=O)CCNC(=O)c1ccc(Cl)cc1)c1c(N)n(CC(C)C)c(=O)[nH]c1=O` gave APOBEC3G inh -4, hIAP inh -20, mIAP act 1.1, NALP3 yeast inh 10, mIAP block -7, tim10-1 inh -1, beta cell repl -1, A3A deaminase 5 and TIM10 inh -1.

The listing continues.
`COCCn1c(C)cc(C(=O)COC(=O)c2ccc(S(=O)(=O)N(C)C)cc2)c1C` gave APOBEC3G inh 12, hIAP inh 32, mIAP act 1, NALP3 yeast inh 10, mIAP block 0, tim10-1 inh 8, beta cell repl 6, A3A deaminase 1 and TIM10 inh 4.
For COc1ccc(C2c3[nH]c4ccccc4c3C[C@H]3C(=O)N(C)CC(=O)N23)cc1OC (stereo partly drawn) the results were APOBEC3G inh -11, hIAP inh -24, mIAP act 1, NALP3 yeast inh -9, mIAP block -1, tim10-1 inh 7, beta cell repl -3, A3A deaminase -6 and TIM10 inh 12.
Screening Cn1cnnc1SCCNS(=O)(=O)c1cccc([N+](=O)[O-])c1 returned APOBEC3G inh -3, hIAP inh -4, mIAP act 1, NALP3 yeast inh 0, mIAP block -4, tim10-1 inh 0, beta cell repl -4, A3A deaminase 0 and TIM10 inh 0.
For CCCCC1(C)OC(=O)C(=Cc2ccc(N(C)C)cc2)C(=O)O1 (stereo not drawn) the results were APOBEC3G inh 1, hIAP inh 8, mIAP act 1, NALP3 yeast inh 3, mIAP block -4, tim10-1 inh 0, beta cell repl 2, A3A deaminase 2 and TIM10 inh -1.
`CCC(=O)Nc1cccc(NC(=S)NC(=O)c2ccc(Cl)cc2Cl)c1` gave APOBEC3G inh -8, hIAP inh 11, mIAP act 0.93, NALP3 yeast inh 14, mIAP block 7, tim10-1 inh 10, beta cell repl 0, A3A deaminase -4 and TIM10 inh 10.
CCOc1cc(/C=N/NC(N)=O)cc(Br)c1OCC(=O)Nc1ccccc1C was read as APOBEC3G inh 0, hIAP inh 16, mIAP act 0.97, NALP3 yeast inh 18, mIAP block 3, tim10-1 inh 19, beta cell repl -1, A3A deaminase 3 and TIM10 inh 21.
Screening COC(=O)CCCCC(=O)C1C(=O)CC(C)(C)C(C(=O)OC)C1=O (stereo not drawn) returned APOBEC3G inh -9, hIAP inh 30, mIAP act 0.97, NALP3 yeast inh 10, mIAP block 3, tim10-1 inh -1, beta cell repl -2, A3A deaminase -2 and TIM10 inh -1.
CN(C)C(=O)N1CCN(C(=O)c2ccccc2Sc2ccccc2C#N)CC1 was read as APOBEC3G inh 0, hIAP inh -3, mIAP act 1, NALP3 yeast inh 5, mIAP block -4, tim10-1 inh -4, beta cell repl -2, A3A deaminase 6 and TIM10 inh 3.
`O=c1/c(=C/c2ccc(CNS(=O)(=O)c3ccccc3)o2)sc2n1CCN=2` gave APOBEC3G inh 0, hIAP inh -3, mIAP act 0.77, NALP3 yeast inh 11, mIAP block 23, tim10-1 inh 20, beta cell repl -3, A3A deaminase 6 and TIM10 inh 5.
For COc1ccc(Cl)cc1C(=O)Nc1ccccc1N1CCCCC1 the results were APOBEC3G inh -1, hIAP inh -4, mIAP act 1, NALP3 yeast inh 25, mIAP block -5, tim10-1 inh 11, beta cell repl -3, A3A deaminase 1 and TIM10 inh -12.
CC(=O)Nc1ccc(S(=O)(=O)Nc2cc3c(cc2C(C)=O)OCO3)cc1 was read as APOBEC3G inh -10, hIAP inh 14, mIAP act 0.97, NALP3 yeast inh -5, mIAP block 3, tim10-1 inh -9, beta cell repl 0, A3A deaminase -4 and TIM10 inh 7.
For Cc1ccc(C(=O)OC2CCN(c3ccc([N+](=O)[O-])cc3)CC2)cc1 the results were APOBEC3G inh -3, hIAP inh 4, mIAP act 0.93, NALP3 yeast inh -7, mIAP block 7, tim10-1 inh 8, beta cell repl 1, A3A deaminase 0 and TIM10 inh -6.
CCc1cc2c(=O)oc(-c3ccccc3F)nc2s1 was read as APOBEC3G inh -3, hIAP inh 6, mIAP act 0.98, NALP3 yeast inh 10, mIAP block 2, tim10-1 inh -12, beta cell repl 3, A3A deaminase 1 and TIM10 inh -30.
`COc1ccc(-n2c(SCC(=O)Nc3ccc(C)cc3)nc(O)c(Cc3ccccc3)c2=O)cc1` gave APOBEC3G inh -6, hIAP inh 3, mIAP act 0.82, NALP3 yeast inh 11, mIAP block 18, tim10-1 inh -5, beta cell repl -2, A3A deaminase -2 and TIM10 inh 3.
Screening COCCCNC(=S)Nc1ccc(S(=O)(=O)Nc2cc(OC)nc(OC)n2)cc1 returned APOBEC3G inh 1, hIAP inh 8, mIAP act 0.93, NALP3 yeast inh 30, mIAP block 7, tim10-1 inh -2, beta cell repl 0, A3A deaminase -1 and TIM10 inh 9.
Screening O=C(Nc1ccc(N2CCOCC2)cc1)c1cccc(S(=O)(=O)N2CCCCC2)c1 returned APOBEC3G inh -2, hIAP inh -2, mIAP act 1, NALP3 yeast inh 2, mIAP block -4, tim10-1 inh 13, beta cell repl -3, A3A deaminase -2 and TIM10 inh 7.
Cc1c(Cl)cccc1NC(=O)CC1SCCNC1=O (stereo not drawn) was read as APOBEC3G inh -7, hIAP inh 6, mIAP act 1.1, NALP3 yeast inh -3, mIAP block -9, tim10-1 inh 6, beta cell repl -4, A3A deaminase -6 and TIM10 inh -11.
Screening CCN(C(=O)COC(=O)CNC(=O)c1ccc(C)c(C)c1)C1CCS(=O)(=O)C1 (stereo not drawn) returned APOBEC3G inh -10, hIAP inh 18, mIAP act 0.88, NALP3 yeast inh -11, mIAP block 12, tim10-1 inh 3, beta cell repl -1, A3A deaminase 5 and TIM10 inh 6.
Screening CC(CNC(=O)c1ccccc1Cl)c1ccccc1 (stereo not drawn) returned APOBEC3G inh -3, hIAP inh -16, mIAP act 0.87, NALP3 yeast inh 21, mIAP block 13, tim10-1 inh -3, beta cell repl -1, A3A deaminase -4 and TIM10 inh -5.
For c1ccc(-c2ncc(CN3CCN(c4ccccn4)CC3)[nH]2)cc1 the results were APOBEC3G inh -7, hIAP inh -19, mIAP act 1.1, NALP3 yeast inh 14, mIAP block -5, tim10-1 inh -9, beta cell repl -2, A3A deaminase -2 and TIM10 inh -14.
Screening Cc1cc(OC(C)C(=O)NC2CC(C)(C)NC(C)(C)C2)c2c(C)cc(=O)oc2c1 (stereo not drawn) returned APOBEC3G inh -7, hIAP inh -21, mIAP act 1.1, NALP3 yeast inh 2, mIAP block -8, tim10-1 inh 7, beta cell repl 1, A3A deaminase -5 and TIM10 inh 3.
CCCCN(C(=O)c1ccc2c(c1)OCO2)C1CCS(=O)(=O)C1 (stereo not drawn) was read as APOBEC3G inh -6, hIAP inh -10, mIAP act 0.92, NALP3 yeast inh 8, mIAP block 8, tim10-1 inh 1, beta cell repl 0, A3A deaminase 0 and TIM10 inh -3.
Screening COC(=O)c1cnn2c(C)c(Cc3cccc(F)c3)c(C)nc12 returned APOBEC3G inh 4, hIAP inh -6, mIAP act 0.9, NALP3 yeast inh 30, mIAP block 10, tim10-1 inh 26, beta cell repl 2, A3A deaminase 2 and TIM10 inh 3.
For CNC(=O)c1ccc(-n2nc(C)cc2-c2ccccc2)cc1 the results were APOBEC3G inh -6, hIAP inh -13, mIAP act 1, NALP3 yeast inh 18, mIAP block 0, tim10-1 inh 19, beta cell repl -2, A3A deaminase -6 and TIM10 inh 16.
CCOc1cccc(CNCCSc2nnnn2C)c1 was read as APOBEC3G inh -9, hIAP inh -22, mIAP act 1.1, NALP3 yeast inh -10, mIAP block -8, tim10-1 inh 9, beta cell repl -2, A3A deaminase -5 and TIM10 inh -1.
For c1ccc(CSC2=NNC(c3ccccn3)S2)cc1 (stereo not drawn) the results were APOBEC3G inh -10, hIAP inh -33, mIAP act 0.99, NALP3 yeast inh 19, mIAP block 1, tim10-1 inh 36, beta cell repl -6, A3A deaminase -7 and TIM10 inh 23.
O=C(COC(=O)c1ccc(N2CCCC2=O)cc1)Nc1ccccc1 was read as APOBEC3G inh -2, hIAP inh 2, mIAP act 1, NALP3 yeast inh 4, mIAP block -3, tim10-1 inh 1, beta cell repl 1, A3A deaminase -1 and TIM10 inh -2.

Source: PubChem
